CAL PDZ FP-1 – human CAL PDZ-peptide interaction inhibition; inhibition, % at 20 µM; purified CAL PDZ, TMR-peptide fluorescence polarization, 1 h; actives 0.02% (n = 330,000); AID 504414; Q9HD26;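 active means highest replicate inhibition of at least 40%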;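 further: plate controls were DMSO neutral control wells for no effect and unlabeled competitor peptide control wells for full effect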
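material = purified tagged CAL PDZ domain construct (CerCALP) | compound dosing = 20 µM, one dose | times = 1 h at RT | measured by = fluorescence polarization from S- and P-plane intensities, G-factor corrected | read-out = inhibition from polarization loss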
AddAB inh – less growth of phage-infected E. coli with AddAB; AID 435030; E. coli expressing H. pylori AddAB, absorbance growth; actives 0.29% (n = 330,000); inhibition, % at 11.9 µM; in the data active means inhibition above about 12%;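 further: 0% = vehicle wells of infected cells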
SR-BI DiI inh – blocks mouse SR-BI lipid uptake from DiI-HDL; Q61009; actives 0.96% (n = 320,000); inhibition, % at 12.5 µM; ldlA[mSR-BI] CHO cells, DiI-HDL uptake fluorescence, 3 h;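 active means mean replicate inhibition of at least 70% and a set share of replicates each scoring 70 or more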;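 further: 0% = median of neutral control wells and 100% = median of positive control wells; values of inactives mirror those of a sister screen read the other way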
Target sequence (Q61009 whole entry, looked up): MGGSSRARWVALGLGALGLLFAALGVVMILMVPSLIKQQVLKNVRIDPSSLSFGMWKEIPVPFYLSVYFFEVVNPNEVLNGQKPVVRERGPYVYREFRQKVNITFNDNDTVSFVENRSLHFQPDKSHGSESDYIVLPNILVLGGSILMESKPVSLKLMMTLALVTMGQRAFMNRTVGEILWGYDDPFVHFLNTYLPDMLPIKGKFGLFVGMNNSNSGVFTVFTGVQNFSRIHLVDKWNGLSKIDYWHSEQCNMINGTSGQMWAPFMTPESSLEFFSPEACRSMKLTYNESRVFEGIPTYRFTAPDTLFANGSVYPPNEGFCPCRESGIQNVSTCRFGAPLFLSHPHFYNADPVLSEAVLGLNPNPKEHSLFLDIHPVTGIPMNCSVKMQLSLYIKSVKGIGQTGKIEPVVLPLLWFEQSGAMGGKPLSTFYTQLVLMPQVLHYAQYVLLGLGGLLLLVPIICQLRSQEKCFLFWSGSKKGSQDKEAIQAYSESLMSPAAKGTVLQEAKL
SR-BI uptake up – enhances SR-BI lipid uptake from DiI-HDL; actives 0.096% (n = 320,000); CHO ldlA[mSR-BI] cells, DiI-HDL uptake fluorescence, 3 h; 100 = double the neutral-control signal; AID 504775; activation, % at 12.5 µM;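 active means mean replicate activation of at least 60% and every replicate at or above 60%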;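 further: 0% = median plate neutral-control signal and 100% = twice that signal; values of inactives mirror those of a sister screen read the other way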
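Material: SR-BI-overexpressing, LDLR-lacking CHO cells | Dosing: Single compound concentration, delivered by pin transfer | Probe or stimulus: Labelled HDL, 10 µg/mL | Signal: Bottom-read cell fluorescence after medium removal, ex 550/em 595 nm | Schedule: 3 h, 37 °C | Evaluation: HDL uptake via cellular fluorescence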
MITF act – increases MITF-driven TRPM1 promoter luciferase signal. SK-MEL-5 TRPM1-promoter luciferase, 24 h; % of positive control, neutral wells = 0. activation, % at 12.5 µM. actives 0.75% (n = 300,000);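 active means mean activation of at least 80% with every replicate also reaching 80%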;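 further: 0% = neutral control wells and 100% = parthenolide positive control wells; values of inactives mirror those of a sister screen read the other way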
Wnt act – activators of Wnt/beta-catenin signaling; Wnt/beta-catenin reporter cell assay, activator, plate reader; activation, % at 9.35 µM; actives 1.2% (n = 300,000); AID 743398; in the data active means activation above about 30%, passing the limit was not always enough;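 further: 0% = neutral control wells and 100% = positive control wells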
Ecoli viability – bacterial growth inhibition, counter-screen for AddAB inhibitors | AID 449728 | actives 0.27% (n = 330,000) | inhibition, % at 11.9 µM | E. coli V3065 growth, OD600 absorbance, 18 h;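 active means inhibition above the campaign's mean inhibition across all tested compounds plus 3 SD, cut at about 9.9% in these data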;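 further: uninfected addAB+ strain grown without phage in ampicillin broth; 0% = DMSO wells and 100% = ciprofloxacin 0.95 µg/ml wells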
CAL PDZ FP-2 – inhibitors of human CAL PDZ peptide binding. Q9HD26. inhibition, % at 24.9 µM. AID 602252. purified CAL PDZ, TMR-peptide fluorescence polarization, 1 h. actives 0.92% (n = 300,000);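 active means mean inhibition of at least 30% with at least half of replicates also reaching 30%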;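 further: 0% = DMSO neutral control and 100% = excess unlabeled competitor peptide PRC23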
phage Ecoli inh – E. coli growth loss with phage present. actives 0.26% (n = 360,000). AID 651602. growth absorbance. inhibition, % at 11.9 µM; in the data active means inhibition above about 11%
Tat transport – E. coli Tat transport inhibition | E. coli MC4100 TorA-mCherry Tat export, fluorescence | inhibition, % at 10 µM | actives 0.036% (n = 340,000) | AID 488895;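 active means mean replicate inhibition at least 50% and at least half of replicates individually reaching 50%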;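 further: exported cargo escapes ClpAP degradation while cytoplasmic cargo is degraded and loses fluorescence; 0% = median of neutral control wells and 100% = median of NaSCN control wells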
The depositor's hits bear a star.

CNc1ccc(Br)cc(C(=O)/C=C/c2ccc(OC)cc2OC)c1=O was read as CAL PDZ FP-1 0.8, AddAB inh 3.2, SR-BI DiI inh 5.3, SR-BI uptake up -5.3, MITF act -8.8, Wnt act -0.7, Ecoli viability 0.1, phage Ecoli inh 4.8 and Tat transport 14.9.
Cc1nn(CCCC(=O)Nc2ccccn2)c(C)c1[N+](=O)[O-] was read as CAL PDZ FP-1 0.2, AddAB inh 1.1, SR-BI DiI inh -10.0, SR-BI uptake up 10.0, MITF act 1.9, Wnt act 0.0, Ecoli viability 1.7, CAL PDZ FP-2 8.0, phage Ecoli inh 2.0 and Tat transport 4.0.
Screening c1c(CC2CCCC2)nnn1C[C@H]1CC[C@@H]([C@@H]2CC[C@H](Cn3cc(CC4CCCC4)nn3)O2)O1 returned CAL PDZ FP-1 -0.4, AddAB inh -0.3, SR-BI DiI inh 29.2, SR-BI uptake up -29.2, MITF act 2.1, Wnt act -3.6, Ecoli viability -3.5, CAL PDZ FP-2 -6.0, phage Ecoli inh -0.4 and Tat transport -0.5.
CN(C)S(=O)(=O)c1cccc2c1C(=O)c1ccccc1C2=O was read as CAL PDZ FP-1 0.3, AddAB inh 1.5, SR-BI DiI inh -5.4, SR-BI uptake up 5.4, MITF act -5.5, Wnt act -0.7, Ecoli viability -5.1, CAL PDZ FP-2 -0.8, phage Ecoli inh 7.7 and Tat transport -1.5.
COC(=O)c1cn(-c2ccccc2)c(=O)c2ccccc12 was read as CAL PDZ FP-1 -0.3, AddAB inh 3.7, SR-BI DiI inh 28.4, SR-BI uptake up -28.4, MITF act -2.9, Wnt act -1.9, Ecoli viability 2.3, CAL PDZ FP-2 0.3, phage Ecoli inh 5.2 and Tat transport -3.5.
Screening Cc1cc(C)n2c(-c3ccccc3Cl)nnc2n1 returned CAL PDZ FP-1 0.5, AddAB inh 1.2, SR-BI DiI inh -12.9, SR-BI uptake up 12.9, MITF act -3.0, Ecoli viability 0.5, CAL PDZ FP-2 -3.1, phage Ecoli inh 2.9 and Tat transport -3.3.
For Fc1cc(F)cc(Nc2nc(Cl)nc(NC3CCCC3)n2)c1 the results were CAL PDZ FP-1 -1.7, AddAB inh 2.3, SR-BI DiI inh 48.8, SR-BI uptake up -48.8, MITF act 25.8, Wnt act -10.2, Ecoli viability -0.2, CAL PDZ FP-2 -3.1, phage Ecoli inh 2.7 and Tat transport 1.3.
N#C/C(=C(/O)COC(=O)c1ccc(O)cc1)c1nc2ccccc2[nH]1 was read as CAL PDZ FP-1 -0.8, AddAB inh 0.3, MITF act -6.3, Wnt act -0.5, Ecoli viability -1.8, CAL PDZ FP-2 6.3, phage Ecoli inh 4.6 and Tat transport -1.1.
Screening Cc1cc2ccccc2n1CCNC(=O)COc1ccccc1 returned CAL PDZ FP-1 -2.2, AddAB inh -5.6, SR-BI DiI inh 18.1, SR-BI uptake up -18.1, Wnt act 0.7, Ecoli viability -3.3, CAL PDZ FP-2 7.8, phage Ecoli inh 0.8 and Tat transport -0.1.
`COc1ccc(C2/C=C\CNCC(=O)N2Cc2ccc(F)cc2)cc1` (stereo not drawn) gave CAL PDZ FP-1 0.9, AddAB inh 3.9, SR-BI DiI inh -8.6, SR-BI uptake up 8.6, MITF act 4.8, Wnt act -4.1, Ecoli viability -0.3, CAL PDZ FP-2 -1.7, phage Ecoli inh 3.0 and Tat transport 1.7.

Brought forward from above: two compounds, followed by the next part.
Screening Cc1cc2ccccc2n1CCNC(=O)COc1ccccc1 returned CAL PDZ FP-1 -2.2, AddAB inh -5.6, SR-BI DiI inh 18.1, SR-BI uptake up -18.1, Wnt act 0.7, Ecoli viability -3.3, CAL PDZ FP-2 7.8, phage Ecoli inh 0.8 and Tat transport -0.1.
`COc1ccc(C2/C=C\CNCC(=O)N2Cc2ccc(F)cc2)cc1` (stereo not drawn) gave CAL PDZ FP-1 0.9, AddAB inh 3.9, SR-BI DiI inh -8.6, SR-BI uptake up 8.6, MITF act 4.8, Wnt act -4.1, Ecoli viability -0.3, CAL PDZ FP-2 -1.7, phage Ecoli inh 3.0 and Tat transport 1.7.
Screening O=C(OCC(=O)c1ccc(Cl)cc1Cl)c1ccccn1 returned CAL PDZ FP-1 -0.3, AddAB inh 1.0, SR-BI DiI inh -28.3, SR-BI uptake up 28.3, MITF act 1.2, Wnt act -1.2, Ecoli viability 0.3, CAL PDZ FP-2 6.8, phage Ecoli inh 2.9 and Tat transport -3.0.
For C/C(=N/NC(=O)CNc1ccc(C)cc1)c1ccc(Br)s1 the results were CAL PDZ FP-1 -2.3, AddAB inh -1.8, SR-BI DiI inh 5.6, SR-BI uptake up -5.6, MITF act -3.7, Wnt act -0.2, Ecoli viability -3.1, phage Ecoli inh 1.0 and Tat transport -2.2.
For NC(=S)Nc1ccc(Cl)cc1Cl the results were CAL PDZ FP-1 -1.5, AddAB inh 2.0, SR-BI DiI inh 14.9, SR-BI uptake up -14.9, MITF act -7.5, Wnt act 18.5, Ecoli viability 2.2, phage Ecoli inh -0.1 and Tat transport 5.0.
For O=S(=O)(NC1CC1)c1ccccc1 the results were CAL PDZ FP-1 -0.8, AddAB inh -1.4, SR-BI DiI inh -38.4, SR-BI uptake up 38.4, Wnt act 1.6, Ecoli viability 2.1, CAL PDZ FP-2 -7.8, phage Ecoli inh 1.6 and Tat transport -3.0.
For CCSc1nc2c(c(=O)[nH]1)C(c1cccnc1)C(C(=O)OC(C)C)=C(C)N2 (stereo not drawn) the results were CAL PDZ FP-1 -4.6, AddAB inh 1.9, SR-BI DiI inh -41.7, SR-BI uptake up 41.7, MITF act -1.4, Wnt act 0.6, Ecoli viability 1.3, CAL PDZ FP-2 -4.6, phage Ecoli inh 1.4 and Tat transport 4.4.
`CC[C@@H]1CC=C[C@H]2[C@H]1C(=O)N(Cc1ccccc1)[C@H]2c1ccoc1` gave CAL PDZ FP-1 -2.2, AddAB inh 1.7, SR-BI DiI inh -25.5, SR-BI uptake up 25.5, MITF act -16.3, Ecoli viability -0.5, CAL PDZ FP-2 -1.2 and Tat transport 17.6.
CCn1c(NC(=O)c2nn(C)cc2Br)nc2ccccc21 was read as CAL PDZ FP-1 -1.7, AddAB inh 4.1, SR-BI DiI inh 14.2, SR-BI uptake up -14.2, MITF act 4.7, Wnt act 1.7, Ecoli viability -2.4, CAL PDZ FP-2 -4.2, phage Ecoli inh 1.7 and Tat transport -8.0.
`CC(=O)N(Cc1ccc(Br)cc1)c1cccc(C)c1C` gave CAL PDZ FP-1 -1.4, AddAB inh 0.9, SR-BI DiI inh -6.7, SR-BI uptake up 6.7, MITF act -0.7, Wnt act -1.3, Ecoli viability -4.0, CAL PDZ FP-2 -0.1, phage Ecoli inh 5.0 and Tat transport 9.6.
Screening COc1ccc2[nH]c3c(c2c1)CCN1C(=O)C(CC(=O)NCc2cccc(C(F)(F)F)c2)C[C@H](C(=O)N(C(C)C)C(C)C)[C@@]31C (stereo partly drawn) returned CAL PDZ FP-1 0.0, AddAB inh -1.7, SR-BI DiI inh 51.7, SR-BI uptake up -51.7, MITF act -29.8, Wnt act -2.2, Ecoli viability -1.2, CAL PDZ FP-2 -3.0, phage Ecoli inh 1.9 and Tat transport 25.4.
O=C(CN1CCN(c2ccc(O)cc2)CC1)Nc1cc(S(=O)(=O)N2CCCCC2)ccc1Cl was read as CAL PDZ FP-1 -0.5, AddAB inh 0.6, SR-BI DiI inh 45.2, SR-BI uptake up -45.2, MITF act -10.5, Wnt act -1.5, Ecoli viability 0.0, CAL PDZ FP-2 -1.0, phage Ecoli inh 0.6 and Tat transport 3.1.
For Cc1cccc(NC(=S)N2CCn3cccc3C2c2cccnc2)c1 (stereo not drawn) the results were CAL PDZ FP-1 -0.4, AddAB inh 4.2, SR-BI DiI inh -32.0, SR-BI uptake up 32.0, MITF act 5.6, Wnt act 0.0, Ecoli viability -1.1, CAL PDZ FP-2 -4.1, phage Ecoli inh 6.1 and Tat transport -0.2.
CCOC(=O)c1nnc(-c2ccccc2)nc1Oc1ccccc1Cl was read as CAL PDZ FP-1 0.1, AddAB inh 1.4, SR-BI DiI inh -6.6, SR-BI uptake up 6.6, MITF act 0.1, Ecoli viability 2.4, CAL PDZ FP-2 -1.3, phage Ecoli inh 3.7 and Tat transport 2.9.
Screening CCC(C(=O)OC)n1cnc2c(nnn2-c2cccc(OC)c2)c1=O (stereo not drawn) returned CAL PDZ FP-1 0.0, AddAB inh 2.7, SR-BI DiI inh 2.2, SR-BI uptake up -2.2, MITF act 0.7, Wnt act 12.0, Ecoli viability 1.3, CAL PDZ FP-2 -0.4, phage Ecoli inh 0.9 and Tat transport -6.4.
`CN(C)c1ccc(C2C3CCCc4ccccc4C3=NN2C)cc1` (stereo not drawn) gave CAL PDZ FP-1 -0.3, AddAB inh 4.0, SR-BI DiI inh 28.1, SR-BI uptake up -28.1, MITF act 32.5, Wnt act 1.0, Ecoli viability 0.2, CAL PDZ FP-2 -4.6, phage Ecoli inh 2.5 and Tat transport 7.1.
Screening O=C(NC(O)C(=O)c1ccccc1)c1ccccn1 (stereo not drawn) returned CAL PDZ FP-1 -2.4, AddAB inh 2.1, MITF act 6.0, Wnt act 0.4, Ecoli viability 1.8, CAL PDZ FP-2 -4.0, phage Ecoli inh 2.1 and Tat transport 0.2.
`NC(=O)c1cc[n+](CC(=O)NC(=O)Nc2ccccc2)cc1` gave CAL PDZ FP-1 -1.6, AddAB inh 2.1, SR-BI DiI inh -8.5, SR-BI uptake up 8.5, MITF act -7.3, Wnt act -3.3, Ecoli viability 0.7, CAL PDZ FP-2 -0.7, phage Ecoli inh -0.7 and Tat transport -3.8.
For CCN(CC)c1ccc(/C=N/Nc2nc(C)cc(C)n2)c(O)c1 the results were CAL PDZ FP-1 1.0, AddAB inh 3.6, SR-BI DiI inh 15.9, SR-BI uptake up -15.9, MITF act -1.9, Wnt act 1.6, Ecoli viability 2.4, CAL PDZ FP-2 -5.3, phage Ecoli inh 3.5 and Tat transport 3.0.
CCc1ccccc1NC(=O)c1cnc2n(c1=O)CCS2 was read as CAL PDZ FP-1 -1.2, AddAB inh -0.8, MITF act 30.3, Wnt act 1.7, Ecoli viability -0.3, phage Ecoli inh 1.6 and Tat transport 4.9.
For COc1ccccc1NS(=O)(=O)c1cccc(C(=O)NN)c1 the results were CAL PDZ FP-1 -0.1, AddAB inh -2.7, SR-BI DiI inh -39.3, SR-BI uptake up 39.3, MITF act 6.1, Ecoli viability -3.4, CAL PDZ FP-2 -0.4, phage Ecoli inh 4.1 and Tat transport -6.1.
For CCC(C(=O)O)N1C(=O)/C(=C/c2cccn2C)SC1=S (stereo not drawn) the results were CAL PDZ FP-1 -0.2, AddAB inh 4.8, SR-BI DiI inh -16.2, SR-BI uptake up 16.2, MITF act 4.3, Wnt act -3.5, Ecoli viability 0.8, CAL PDZ FP-2 -4.4, phage Ecoli inh 4.2 and Tat transport 1.7.
`Cc1ccc(C(c2c(C)n(C)n(-c3ccccc3)c2=O)c2c(C)n(C)n(-c3ccccc3)c2=O)s1` gave CAL PDZ FP-1 -0.7, AddAB inh -0.2, SR-BI DiI inh 12.2, SR-BI uptake up -12.2, MITF act -4.6, Wnt act 0.1, Ecoli viability -3.5, CAL PDZ FP-2 -5.0, phage Ecoli inh 4.9 and Tat transport -1.6.

High-throughput results as filed in PubChem BioAssay.
